High-throughput results deposited in PubChem BioAssay by several laboratories.
GDH-TPI inh = GDH-TPI coupled enzyme inhibition counter-screen; inhibition, % at 4.8 µM; GDH-TPI coupled enzyme counterscreen, NADH absorbance; AID 588335; 1.2% of 360,000 active; in the data active = inhibition above about 30%;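 note: 0% = DMSO wells and 100% = wells lacking the enzyme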
Mtb FBA inh = inhibits M. tuberculosis FBA enzyme; P9WQA3; purified M. tuberculosis FBA, fluorescence read-out; inhibition, % at 1 µM; 2.3% of 360,000 active; in the data active = inhibition above about 27%;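 note: 0% = vehicle and 100% = reference inhibitor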
Target sequence (P9WQA3 whole entry, looked up): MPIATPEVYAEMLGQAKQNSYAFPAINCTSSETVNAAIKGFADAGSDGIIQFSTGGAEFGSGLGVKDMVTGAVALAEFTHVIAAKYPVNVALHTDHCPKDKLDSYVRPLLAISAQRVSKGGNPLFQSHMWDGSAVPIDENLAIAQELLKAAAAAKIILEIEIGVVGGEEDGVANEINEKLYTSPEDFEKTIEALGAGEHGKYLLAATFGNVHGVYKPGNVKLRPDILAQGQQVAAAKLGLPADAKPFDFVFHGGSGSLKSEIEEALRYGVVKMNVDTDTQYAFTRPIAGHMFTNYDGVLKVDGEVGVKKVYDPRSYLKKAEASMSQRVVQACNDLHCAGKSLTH
PfHsp40 rescue = compounds rescuing yeast from Plasmodium falciparum HSP40 toxicity | 0.68% of 340,000 active | growth rescue, % at 12.5 µM | S. cerevisiae expressing PfHsp40, growth rescue, ATP luminescence; in the data active = growth rescue above about 28%, passing the limit was not always enough; inconclusive = no clear call, values can overlap the other calls;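 note: yeast W303a lacking pdr1 and pdr3 grown in galactose medium; growth measured after three days at 30 °C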
BoNT A protease = BoNT A light chain protease inhibition; 0.17% of 360,000 active; multiplex microsphere protease substrate cleavage, flow cytometry; inhibition, % at 10 µM; note: plate controls were buffer without enzyme for full effect and enzyme alone for no effect
Anthrax LF prot = blocks Bacillus anthracis lethal factor protease. multiplex microsphere protease cleavage assay, LF. inhibition, % at 10 µM. 0.12% of 360,000 active; note: plate controls were buffer without enzyme for full effect and enzyme alone for no effect
BioA inh = BioA (M. tuberculosis) enzyme inhibition. purified M. tuberculosis BioA enzyme, plate reader. inhibition, % at 9.99 µM. 0.096% of 360,000 active. AID 602481; in the data active = inhibition above about 40%; inconclusive = no clear call, values can overlap the other calls
BoNT-F LC inh = blocks Botulinum neurotoxin F light chain protease | inhibition, % at 10 µM | 0.22% of 360,000 active | Multiplex microsphere protease cleavage assay, flow cytometry; in the data active = inhibition above about 35%, passing the limit was not always enough; inconclusive = no clear call, values can overlap the other calls; note: plate controls were buffer without enzyme for full effect and enzyme alone for no effect
UGM FP inh = Mtb UDP-galactopyranose mutase inhibition. inhibition, % at 10 µM. purified UGM, fluorescence polarization probe displacement. 0.06% of 320,000 active. P9WIQ1; in the data active = inhibition above about 10%, passing the limit was not always enough; inconclusive = no clear call, values can overlap the other calls
Target sequence (P9WIQ1 whole entry, looked up): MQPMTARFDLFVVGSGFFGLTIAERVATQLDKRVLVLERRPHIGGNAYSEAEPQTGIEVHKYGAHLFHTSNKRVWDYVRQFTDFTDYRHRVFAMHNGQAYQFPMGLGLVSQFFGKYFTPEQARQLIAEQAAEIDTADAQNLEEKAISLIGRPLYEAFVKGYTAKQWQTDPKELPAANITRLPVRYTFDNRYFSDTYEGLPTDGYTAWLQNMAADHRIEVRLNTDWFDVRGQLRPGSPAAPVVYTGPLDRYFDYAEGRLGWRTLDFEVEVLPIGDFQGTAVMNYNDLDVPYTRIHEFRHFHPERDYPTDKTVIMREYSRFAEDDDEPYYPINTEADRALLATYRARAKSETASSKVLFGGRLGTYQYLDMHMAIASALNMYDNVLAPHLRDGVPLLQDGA
FadD28 binding = blocks FadD28 binding to the bisubstrate probe; fluorescence polarization; inhibition, % at 12.5 µM; 0.22% of 360,000 active; in the data active = inhibition above about 8.5%, passing the limit was not always enough; inconclusive = no clear call, values can overlap the other calls
* hit, by the source's call; ? = inconclusive; . = no result given. Cut-off read from the data, not from the text of the source, unless noted: active = inhibition above about 30%; inconclusive = no clear call, values can overlap the other calls; inactive = below that.

Compound	GDH-TPI inh	Mtb FBA inh	PfHsp40 rescue	BoNT A protease	Anthrax LF prot	BioA inh	BoNT-F LC inh	UGM FP inh	FadD28 binding
CN(Cc1ccco1)S(=O)(=O)c1nnc(NC(=O)c2ccccc2)s1	20	6	-1.6	0.8	-2	0.6	4	-0.6	-2.0
CCN(Cc1ccc(N(C)C)cc1)C(C)C(=O)Nc1ccc(S(=O)(=O)N2CCCC2)cc1 (configuration not stated)	1	0	0.1	0.1	-6	-0.5	-5	0.6	-0.3
N#CCCn1cc(/C=N/NC(N)=S)c(-c2ccc(Br)cc2)n1	3	2	-0.3	0.3	-2	.	-1	1.3	-2.5
CCc1ccc(OCc2nnc(SCCN3CCOCC3)n2CC)cc1	1	0	0.2	0.3	-7	-2.2	3	1.4	0.2
Cc1ccc(SCc2c(C(=O)N/N=C/c3ccc(C)o3)nnn2-c2nonc2N)cc1	39*	2	.	-0.2	3	0.8	-5	.	-1.9
CN(C)S(=O)(=O)c1ccc(N2CCCC2)c(C(=O)Nc2ccccc2N2CCOCC2)c1	-1	-5	0.4	2.7	15	2.7	1	.	0.1
O=C(CCn1nc(-c2ccc(Cl)cc2)ccc1=O)N1CCN(c2ccccc2)CC1	-3	0	1.3	2.5	8	3.8	6	3.3	-0.2
Cc1cc(C)n2nc(SC(C)C(=O)N3CC(C)OC(C)C3)nc2n1 (configuration not stated)	12	4	-1.1	-0.6	-3	-0.8	-1	-2.2	-1.7
CCN(CC)C(=O)C1=C(C)N(CCCOC)C(=O)C(CC(=O)NCCN2CCOCC2)C1 (configuration not stated)	-1	1	.	0.4	0	-2.0	4	.	-1.4
CC(=O)N1CCC2(CC1)CC(=O)c1cc(OCC(=O)NCc3ccco3)ccc1O2	13	35*	-2.3	-0.1	0	.	5	0.0	-2.0
O=C(NC12CC3CC(CC(C3)C1)C2)c1cc([N+](=O)[O-])ccc1Cl	7	3	-1.4	-2.0	-6	-1.3	-22	-0.3	1.0
COc1ccc(C(=O)C(Cc2cc(C(C)=O)ccc2OC)N2CCCC2)cc1 (configuration not stated)	2	3	11	1.2	-8	.	4	-1.4	-1.5
Cc1ccc(CSc2nc3nc(C)cc(C)n3n2)cc1	-8	4	0.1	1.8	-6	1.1	-16	-1.0	-2.3
CC(C)NS(=O)(=O)c1ccc(OCC(=O)N2CCN(Cc3ccc4c(c3)OCO4)CC2)c(Cl)c1	-8	-4	0.7	0.5	0	-1.2	1	3.1	-3.3
CCCCn1c(N)c(N(CCOC)C(=O)CSCc2cccc(C)c2)c(=O)[nH]c1=O	1	1	.	5.6	?	.	1	-0.4	1.3
Cc1ccnc(N2CCC(C(=O)Nc3ccc(Oc4ccccc4)cc3)CC2)n1	-8	-1	0.4	0.6	-2	-0.5	-6	-0.7	-4.5
CCN(c1cccc(C)c1)S(=O)(=O)c1ccc2c(c1)oc(=O)n2C	2	79*	-1.4	-2.5	0	7.2	-22	-1.3	0.4
Cc1ccc(C(C)C)c(OCc2ccc(C(=O)N/N=C/c3ccc(O)c(O)c3)cc2)c1	17	0	0.1	-0.2	1	1.9	-10	-2.3	-3.0
CC(=O)Nc1ccc(S(=O)(=O)NCCc2ccccn2)cc1	-2	3	0.2	-0.1	-5	.	2	3.7	-3.2
COc1ccc(C(C)(C)C)cc1NC(=O)CSc1ncn[nH]1	3	-3	0.4	-1.1	10	0.0	-7	.	-0.6
COc1cccc(NC(=O)COc2cccc(-n3cnnn3)c2)c1	-6	-1	0.5	0.1	-5	.	-2	0.0	-1.6
CSc1nccc(Oc2ccccc2Cl)n1	-4	110*	.	0.6	-3	0.4	0	5.2	0.2
NC(=O)c1cccc(-c2cnc3c(Nc4cccc(OC(F)(F)C(F)F)c4)nccn23)c1	14	5	.	-0.7	-2	-2.0	-10	.	-1.7
Cc1ccc(N2C(=O)c3ccccc3C2Nc2ccc(S(=O)(=O)N3CCCCC3)cc2)nc1 (configuration not stated)	-8	1	1.1	3.2	-4	-0.5	-13	4.9	-2.7
S=C(Nc1ccc(Br)cc1Cl)N1CCC2(CC1)OCCO2	1	0	0.3	0.1	5	.	0	-2.6	-1.1
Cc1ccc(S(=O)(=O)N(c2cccc(C(F)(F)F)c2)C2C=CS(=O)(=O)C2)cc1 (configuration not stated)	8	1	0.3	1.1	0	.	8	0.3	0.6
CC(=O)Oc1cc2c(C(C)=O)coc2c2ccccc12	-3	0	-2.0	-0.4	-1	-0.6	-6	-0.7	-2.6
COc1ccc(-c2nnc(SCC(=O)NCCc3ccc(S(N)(=O)=O)cc3)o2)cc1OC	-5	1	-0.1	-1.7	-3	-0.9	-14	-0.1	-4.9
COc1ccc(NC(=O)/C(=C\c2ccc3c(c2)OCO3)NC(C)=O)cc1	28	-3	-1.6	-1.7	-1	6.3	-7	-1.6	1.0
COc1ccc(CC(=O)N/N=C(\C)CC(=O)NCc2ccco2)cc1OC	-1	-2	-1.1	-3.6	-15	.	?	6.2	-0.8
CCN1/C(=C/C=C2/SC(=Nc3cccc4ncccc34)N(C)C2=O)Sc2ccccc21	-1	1	-0.5	1.5	-2	-1.8	-6	.	-1.0
O=[N+]([O-])c1cc(/C=N/O)ccc1SCc1ccccc1	11	-5	0.0	?	-6	-1.3	-5	-0.8	-0.3
O=C(CSc1n[nH]c(-c2ccncc2)n1)NC1CCS(=O)(=O)C1 (configuration not stated)	4	3	-1.2	-0.2	-9	-0.6	1	2.1	0.4
Cn1nc(C(=O)N2CCCCC2)c2c1-c1ccccc1S(=O)(=O)C2	2	1	-0.4	2.6	1	-1.0	7	0.3	-1.1
COc1ccccc1C(C)NC(=O)c1ccccc1SCC(=O)N1CCCC1 (configuration not stated)	12	1	1.1	0.0	-1	.	10	0.3	-0.6
COC(=O)C1=C(c2ccccc2OCc2ccccc2)C[C@@H]2CC[C@H]1N2C(=O)NCCOc1ccc(OC)cc1	-5	1	1.4	-0.3	-4	-1.3	-4	-5.6	-2.3
COc1ccc(OCCSc2nc3ccccc3n2CCC(=O)O)cc1	9	3	-0.2	.	.	1.0	.	0.8	-1.4
Cc1ccc(C)c(S(=O)(=O)N2CCN(C(=O)c3ccc4ccccc4n3)CC2)c1	-3	2	-1.0	-2.4	-7	1.0	-4	2.0	-1.7
CS(=O)(=O)N(CC(=O)Nc1ccc2c(c1)OCO2)Cc1ccc(Cl)cc1	5	0	0.3	1.2	0	-0.2	0	4.1	-2.5
Cc1nc2nc(-c3ccccc3)nn2c(C)c1C	-9	-1	1.5	-0.5	2	.	0	-0.1	-4.7
CCC(C)(C)C1CCC2(CC1)NC(=O)N(CC(=O)NCCCc1ccccc1)C2=O (configuration not stated)	-1	7	1.4	2.1	-3	-2.3	-8	-3.4	-1.2
CCN(CC(=O)Nc1ccc(Cl)c(S(=O)(=O)N(C)C)c1)Cc1nc2ccccc2c(=O)[nH]1	-12	1	-0.2	-0.8	-2	0.7	1	0.4	-9.3
CC(C)(C)NC(=S)/N=C(\N)N[N+](=O)[O-]	7	-2	-0.8	-1.6	-2	0.2	0	1.5	0.6
CC(C)(C)OC(=O)N1CCC(C(=O)Nc2ccc(C(=O)NC3CC3)cc2)CC1	7	-3	-0.1	0.0	-2	-0.6	-3	.	-4.4
CCC1(c2ccccc2)NC(=O)N(CC(=O)NCc2ccccc2OC)C1=O (configuration not stated)	5	-3	-1.0	1.7	1	-1.4	8	1.1	-3.2
O=C(N/N=C1\CCS(=O)(=O)c2ccc(F)cc21)c1ccc(O)cc1	46*	1	0.8	-0.4	-9	.	-3	4.6	-2.2
CCOC(=O)Cn1nnc(-c2ccc(SC)cc2)n1	-4	-3	-0.4	-0.1	0	.	4	0.4	-1.8
COc1ccc(Cn2c(C3CC3)nc3ccc(NC(=O)c4cccnc4)cc3c2=O)cc1	0	3	-1.3	-2.6	9	17	-12	1.3	-25
Cc1c(NC(=O)CCSc2ccc(Cl)cc2)c(=O)n(-c2ccccc2)n1C	4	0	0.8	-0.2	-1	0.0	-9	2.5	-3.9
COC1=C(Nc2ccc(OC)cc2)C(=O)c2ccccc2C1=O	6	-1	-1.4	-0.2	-2	.	-1	2.1	-2.6
Cc1ccc(Cn2ccc(C3CC3)n2)cc1	-9	4	0.5	-0.2	-1	.	-2	.	-3.0
COc1cccc2cc(C(=O)C3=C(O)C(=O)N(c4cc(C)on4)C3c3cccs3)oc12 (configuration not stated)	15	3	0.4	1.7	-3	-1.9	-4	-1.1	-7.6
CC(=O)Nc1ccc(NC(=O)C(C)OC(=O)C2CC3C=CC2C3)cc1 (configuration not stated)	4	4	-0.8	-0.1	-2	.	-4	0.4	-0.1
C/C=C1\COC(C(=O)NCc2cccc(OC)c2OC)(C(F)(F)F)C=C1C=C1CCCCC1 (configuration not stated)	9	-1	?	-0.5	-2	-0.1	-14	-0.5	-0.2
O=C1Nc2ccccc2N(O)N1c1ccc(S(=O)(=O)Nc2ccccn2)cc1	5	1	-1.5	-0.4	-6	0.9	0	1.3	-1.1
CC(C)c1ccc(NC(=O)C2(C)Cc3c(-c4cccc(C(F)(F)F)c4)ccnc3O2)cc1 (configuration not stated)	0	-2	.	-0.5	-7	0.1	-11	.	-0.5
Cc1ccc(N2C(=O)CC(C)CC2=O)cc1	-1	-1	-0.2	-1.6	6	-0.3	?	-1.9	-0.5
CC1CCCN(C(=O)CSc2cnc3ccccc3n2)C1 (configuration not stated)	15	1	-0.1	0.2	-1	4.2	-4	-2.2	-2.8
Cc1ccc(NC(=O)/C(=C/c2ccncc2)NC(=O)c2ccccc2)cc1	11	1	0.8	0.5	-2	-0.1	-8	-1.0	-1.8
CCOc1ccc(NC2=NC(C)(C)N=C(N)N2)cc1	-11	2	-0.9	0.5	-5	.	-4	2.2	-3.0
Cc1cc(=O)oc2c(C)c(OC(C)C(=O)Nc3ccc(N4CCC(C)CC4)cc3)ccc12 (configuration not stated)	15	1	-0.4	1.1	1	-5.3	-11	0.9	-1.3
O=c1[nH]c(SCC2CCCCO2)nc2ccccc12 (configuration not stated)	8	-1	-0.5	?	0	-1.2	0	-2.6	-1.8

An excerpt of these results, with values under each structure.
Each structure is followed by: GDH-TPI inh	Mtb FBA inh	PfHsp40 rescue	BoNT A protease	Anthrax LF prot	BioA inh	BoNT-F LC inh	UGM FP inh	FadD28 binding
- C/C=C1\COC(C(=O)NCc2cccc(OC)c2OC)(C(F)(F)F)C=C1C=C1CCCCC1 (configuration not stated)
    9	-1	?	-0.5	-2	-0.1	-14	-0.5	-0.2
- O=C1Nc2ccccc2N(O)N1c1ccc(S(=O)(=O)Nc2ccccn2)cc1
    5	1	-1.5	-0.4	-6	0.9	0	1.3	-1.1
- CC(C)c1ccc(NC(=O)C2(C)Cc3c(-c4cccc(C(F)(F)F)c4)ccnc3O2)cc1 (configuration not stated)
    0	-2	.	-0.5	-7	0.1	-11	.	-0.5
- Cc1ccc(N2C(=O)CC(C)CC2=O)cc1
    -1	-1	-0.2	-1.6	6	-0.3	?	-1.9	-0.5
- CC1CCCN(C(=O)CSc2cnc3ccccc3n2)C1 (configuration not stated)
    15	1	-0.1	0.2	-1	4.2	-4	-2.2	-2.8
- Cc1ccc(NC(=O)/C(=C/c2ccncc2)NC(=O)c2ccccc2)cc1
    11	1	0.8	0.5	-2	-0.1	-8	-1.0	-1.8
- CCOc1ccc(NC2=NC(C)(C)N=C(N)N2)cc1
    -11	2	-0.9	0.5	-5	.	-4	2.2	-3.0
- Cc1cc(=O)oc2c(C)c(OC(C)C(=O)Nc3ccc(N4CCC(C)CC4)cc3)ccc12 (configuration not stated)
    15	1	-0.4	1.1	1	-5.3	-11	0.9	-1.3
- O=c1[nH]c(SCC2CCCCO2)nc2ccccc12 (configuration not stated)
    8	-1	-0.5	?	0	-1.2	0	-2.6	-1.8
